# Compound activity as filed in PubChem BioAssay.
# PHOSPHO1 block: blocks human PHOSPHO1 phosphatase activity; 1.1% of 290,000 active; AID 1565; recombinant PHOSPHO1, absorbance phosphatase assay; Q8TCT1; inhibition, % at 13.3 µM; in the data active = inhibition above about 60%
# Target sequence (Q8TCT1 whole entry, looked up): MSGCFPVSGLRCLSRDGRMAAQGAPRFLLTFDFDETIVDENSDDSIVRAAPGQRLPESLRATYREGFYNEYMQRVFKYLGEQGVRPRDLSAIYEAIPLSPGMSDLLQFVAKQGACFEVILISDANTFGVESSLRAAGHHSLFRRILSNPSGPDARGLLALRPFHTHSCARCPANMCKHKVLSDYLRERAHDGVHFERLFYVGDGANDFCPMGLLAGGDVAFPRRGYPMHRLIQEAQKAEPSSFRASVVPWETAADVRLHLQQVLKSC
# IDE act: activators of human insulin-degrading enzyme in cells; HEK cells, FAbeta-B cleavage, fluorescence polarization; 0% vehicle, 100% cell-free pure enzyme wells; activation, % at 5.96 µM; AID 493087; P14735; 0.073% of 340,000 active;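 active = activation above the mean of all tested compounds plus 3 SD, set per screening campaign, cut at about 17% in these data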
# VIM-2 inh: inhibitors of Pseudomonas aeruginosa VIM-2 metallo-beta-lactamase | inhibition, % at 5.6 µM | 0.89% of 290,000 active | purified VIM-2, nitrocefin hydrolysis, epi-absorbance fluorescence;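 active = inhibition above the mean of all tested compounds plus 3 SD, cutoff set per screening run, cut at about 7.5% in these data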;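 note: red hydrolysis product quenches plate fluorescence so inhibitors raise well fluorescence; 0% = enzyme with DMSO and 100% = DMSO without enzyme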
# FID counter: fluorescent intercalator displacement, NS3 helicase counter-screen; DNA fluorescent intercalator displacement, fluorescence; inhibition, % at 7.9 µM; 0.17% of 290,000 active; AID 1845; in the data active = inhibition above about 37%;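 note: 0% = vehicle and 100% = reference compound; higher means more ethidium bromide displaced from hairpin DNA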
# UBC9 SUMO inh: SUMOylation inhibition; P63279; HTRF SUMOylation assay, SAE1/SAE2 + UBC9, in vitro; inhibition, % at 35 µM; 0.36% of 290,000 active; AID 2006; in the data active = inhibition above about 50%, passing the limit was not always enough; note: strong numbers were not always called active
# Target sequence (P63279 whole entry, looked up): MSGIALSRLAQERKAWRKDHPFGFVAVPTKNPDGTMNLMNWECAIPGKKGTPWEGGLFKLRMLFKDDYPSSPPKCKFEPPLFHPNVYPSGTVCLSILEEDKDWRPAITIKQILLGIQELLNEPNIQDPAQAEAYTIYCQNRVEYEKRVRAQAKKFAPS
# pCIP destab: p/CIP protein destabilization. 0.01% of 290,000 active. decrease of EGFP signal, % at 10 µM. F442A p/CIP-EGFP cells, EGFP fluorescence, 16 h. Q05BA5. AID 1984;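 active = EGFP signal decrease of at least 30% at 10 µM or well 3 SD below plate mean, unless failing retest; inactive = the rest, including hits failing retest or dose response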; note: some compounds called inactive have numbers as strong as hits; many of its hits are not listed in these tables
# MEKK3 PB1 HTS: modulators (inhibitors or enhancers) of MEK5 binding to human MEKK3 PB1 domain | Q99759 | bead-based flow cytometry, Alexa488-MEK5 binding to MEKK3; actives lie on both sides; 0 = blocked by unlabeled MEK5, 100 = vehicle | binding response (% of control), % at 10 µM | 1.4% of 290,000 active;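 active = binding response more than 3 SD above or below the average of its plate-row segment, actives on both sides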;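 note: Alexa488 bead fluorescence after subtracting the streptavidin-only scavenger bead signal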
# IMP-1 inhibitor: inhibitors of Pseudomonas aeruginosa IMP-1 metallo-beta-lactamase; 0.45% of 290,000 active; inhibition, % at 5.6 µM; purified IMP-1, nitrocefin hydrolysis, epi-absorbance fluorescence; AID 1556;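 active = inhibition above the mean plus 3 SD of all compounds in the same screening run, cut at about 4.5% in these data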;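 note: 0% = IMP-1 with DMSO and 100% = DMSO wells lacking enzyme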
#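 System: purified IMP-1 / Input: IMP-1 dispensed at 0.2 nM / Medium: 50 mM HEPES pH 7.1, 50 µM ZnSO4, 0.05% Brij 35 / Timing: 15 min enzyme–compound preincubation, then 25 min nitrocefin reaction, 25 °C / Technique: plate fluorescence quenching by hydrolysis product, ex 480/em 530 nm / Repeats: singlicate testing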
# NS3 helicase inh: blocks Hepatitis C virus NS3 helicase unwinding; NS3 helicase DNA unwinding, Cy5 molecular beacon fluorescence; inhibition, % at 10.9 µM; 0.56% of 290,000 active; AID 1800;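 active = inhibition above the mean of all tested compounds plus 3 SD, set per campaign, cut at about 35% in these data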;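 note: 0% = DMSO wells and 100% = thioflavine S control wells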
#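 System: HCV NS3 helicase fragment; control set: DMSO and thioflavine S; technique: Cy5 fluorescence at 0 and 60 min, beacon hairpin quenching; reagent: beacon DNA duplex substrate plus ATP; replicates: singlicate; schedule: 1 h reaction at 25 °C, ATP-initiated; medium: MOPS buffer pH 6.5 with MgCl2, DTT, Tween20, BSA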
# Active calls of the source: *; x = not tested or not shown; [ ] = dose if it differs, or a comment. These rows are one share of the data, so the mix of outcomes need not match the whole.
SMILES,PHOSPHO1 block,IDE act,VIM-2 inh,FID counter,UBC9 SUMO inh,pCIP destab,MEKK3 PB1 HTS,IMP-1 inhibitor,NS3 helicase inh
CC(=O)Nc1cc(C(=O)N2CCc3ccccc3C2)ccc1Sc1ccc(C)cc1,0,3,-2.6,-35,-9,-3,105,-0.1,-11
O=C1C(c2ccccc2)C(c2ccccc2)NC(c2ccccc2)C1c1ccccc1 (stereo not given),18,-1,-1.8,-11,-7,-1,104,0.9,-2
CCOC(=O)C/C(C)=N/NC(=O)CN(c1ccc(Br)cc1)S(=O)(=O)c1ccccc1,18,5,-2.2,-8,-20,2,90,0.1,-17
CN1CCN(CCc2nc3cc(NC(=O)COc4ccc([N+](=O)[O-])cc4)ccc3n2C)CC1,16,2,-2.2,31,5,-3,99,-3.3,-8
COc1ccc(/C=N/NC(=O)C[n+]2ccccc2)c(OC)c1OC,1,3,-3.7,-1,-22,10,105,-2.8,-3
COc1ccc(-c2ccc(SCC(=O)NCc3ccco3)nn2)cc1OC,0,0,1.5,-2,22,0,105,-0.7,9
NS(=O)(=O)c1ccc(CCNC(=O)C2CCN(S(=O)(=O)c3cnc[nH]3)CC2)cc1,3,7,1.4,-2,5,1,100,-1.1,-3
CC(=O)Nc1cccc(NC(=O)c2oc3ccccc3c2C)c1,7,x,-6.3,-11,-6,-3,x,-3.1,-2
Cc1nc2cc(NC(=O)c3ccc(S(=O)(=O)N(C)c4ccccc4)cc3)ccc2o1,10,2,-4.4,-32,3,-22,87,0.3,-2
Cc1nonc1NC(=O)c1oc2ccccc2c1C,24,0,-0.7,-5,x,8,96,-1.5,2
Cc1nn(C)c(C)c1C1C(C#N)=C(N)Oc2n[nH]c(C)c21 (stereo not given),7,2,-5.1,-7,12,-3,99,-2.1,5
CCOC(=O)C1=C(C)NC2=C(C(=O)c3ccccc32)C1c1cccc2ccccc12 (stereo not given),10,1,-3.1,-18,11,-5,99,-3.4,-21

# Five compounds drawn at random from the list so far:
SMILES,PHOSPHO1 block,IDE act,VIM-2 inh,FID counter,UBC9 SUMO inh,pCIP destab,MEKK3 PB1 HTS,IMP-1 inhibitor,NS3 helicase inh
Cc1nonc1NC(=O)c1oc2ccccc2c1C,24,0,-0.7,-5,x,8,96,-1.5,2
CCOC(=O)C/C(C)=N/NC(=O)CN(c1ccc(Br)cc1)S(=O)(=O)c1ccccc1,18,5,-2.2,-8,-20,2,90,0.1,-17
COc1ccc(/C=N/NC(=O)C[n+]2ccccc2)c(OC)c1OC,1,3,-3.7,-1,-22,10,105,-2.8,-3
Cc1nc2cc(NC(=O)c3ccc(S(=O)(=O)N(C)c4ccccc4)cc3)ccc2o1,10,2,-4.4,-32,3,-22,87,0.3,-2
NS(=O)(=O)c1ccc(CCNC(=O)C2CCN(S(=O)(=O)c3cnc[nH]3)CC2)cc1,3,7,1.4,-2,5,1,100,-1.1,-3

# Remaining list, next part
SMILES,PHOSPHO1 block,IDE act,VIM-2 inh,FID counter,UBC9 SUMO inh,pCIP destab,MEKK3 PB1 HTS,IMP-1 inhibitor,NS3 helicase inh
COc1cccc(CNC(=O)CCCC(=O)NC(C)CCc2ccccc2)c1 (stereo not given),41,2,-2.2,-27,-9,2,94,-0.6,9
COc1ccccc1N1CCN(C(=O)C(NS(=O)(=O)c2cccs2)c2ccccc2)CC1 (stereo not given),-22,5,0.1,-20,9,-7,102,-2.9,-6
Cc1noc(NS(=O)(=O)c2ccc(NC(=O)CCN3C(=O)c4ccccc4C3=O)cc2)c1C,28,7,-3.1,-16,1,0,127,-2.8,-18
O=C(CCNC(=O)N1CC(=O)Nc2ccccc21)Nc1ccc(F)c(Cl)c1,-54,2,-1.0,-23,-6,-7,101,-4.2,-6
O=C(O)CCCNC(=O)c1cncc(Br)c1,8,-6,-2.2,-1,-6,-9,x,-4.7,4
O=C(O)COc1ccc2nsnc2c1Cl,-8,2,-0.9,0,45,-12,x,-2.6,-2
CCOc1ccc(S(=O)(=O)NC(=O)c2ccccc2)cc1,28,3,-1.9,0,-3,0,101,-3.0,0
Cc1csc(NC(=O)CCC(=O)N(CC(=O)NC2CCCC2)Cc2ccco2)n1,11,-1,-2.4,-24,-2,-4,100,-3.1,-2
Clc1ccc(C2=NN=C3COc4ccccc4N3C2)cc1,10,-3,-2.5,-9,24,5,92,-3.1,6
CCn1cc(C(=O)Nc2cc(C)ccc2C)c(=O)c2ccc(C)nc21,-12,x,-2.8,4,8,-17,95,-2.7,5
O=C(CCCn1c(SCc2cccc([N+](=O)[O-])c2)nc2ccccc2c1=O)NCC1CCCO1 (stereo not given),-5,5,0.0,-3,0,1,102,-1.6,-1
CCN(CC(=O)NCc1ccc(Cl)cc1)C(=O)/C=C/c1ccccc1,11,-1,-4.8,-24,-5,1,102,-2.4,-11
O=C(CSCC(=O)Nc1ccccc1)N/N=C/c1c(O)ccc2ccccc12,7,4,1.1,-15,-40,6,x,0.2,13
O=C(CCCc1c[nH]c2ccccc12)N1CCN(c2ccc(N3CCOCC3)nn2)CC1,-2,1,1.6,-28,8,14,113,-3.4,8
CCOC(=O)c1c(=O)n(O)c2ccc(C)cc2[n+]1[O-],68*,3,-2.2,8,28,3,86,-2.0,9
S=C(N/N=C/c1cccs1)NC1CC2CCC1C2 (stereo not given),21,x,-3.6,-21,-14,0,101,-1.8,-10
Cc1ccc(S(=O)(=O)N2CCCC2C(=O)Nc2nccs2)cc1 (stereo not given),2,5,-0.8,-5,3,-2,105,-2.8,4
O=C(c1cccc(C(=O)N2CCc3ccccc32)n1)N1CCc2ccccc21,-39,5,-2.3,-14,-11,-11,100,-2.6,9
Cc1cc(C)c(C)c(S(=O)(=O)NCC(=O)NCc2ccco2)c1C,8,-3,-8.9,-20,-14,-10,98,-3.5,0
NS(=O)(=O)c1ccc(CCNC(=O)CSc2nc3ccsc3c(=O)n2CCCCCC(=O)O)cc1,-15,9,-5.2,-24,-2,-8,99,0.1,3
O=C(NCC1CCCN(C(=O)c2cscn2)C1)c1ccc(-c2ccccc2)cc1 (stereo not given),48,-8,0.9,-22,7,-11,104,-1.0,3
CCN(CC)C(=O)c1c([N+](=O)[O-])c(C(C)(C)C)nn1C,16,2,-2.2,0,5,1,140*,-2.7,2
COc1cc(OC)cc(C(=O)NNC(=O)c2ccccn2)c1,-12,4,-3.2,-1,-23,5,135*,-1.6,-3
COCCNC(=S)N/N=C/c1ccc(OCc2ccc(C(=O)OC)cc2)cc1,-22,6,0.4,-6,24,-3,121,-1.9,-5
CCOc1ccccc1NC(=O)Nc1ccon1,-17,5,-1.6,-3,7,8,101,-1.0,1
COc1ccc(-c2cc3c(=O)n(CC(=O)NCc4ccccc4F)ncn3n2)cc1,36,-10,-3.0,-6,9,3,102,-6.1,4
COC(=O)c1ccc(CSc2nc3ccccc3c(=O)n2-c2cccc(OC)c2)o1,25,-5,-0.5,-19,3,-3,98,-1.7,3
CCCCOC(=O)Cn1c(=O)c2c(nc(Br)n2Cc2ccccc2)n(C)c1=O,20,5,-0.3,-17,-7,2,97,0.3,-1
N#CC1=C(N)Oc2c(sc3ccccc23)C1c1ccco1 (stereo not given),10,-44,4.2,1,13,-48,105,5.4*,10
Cc1nnsc1C(=O)NNc1ccc(Cl)cc1,42,1,-0.5,1,3,11,86,1.8,-2
CC1CSc2n(-c3cccc(C(F)(F)F)c3)cc(-c3ccccc3)[n+]21 (stereo not given),28,2,-1.5,5,7,-3,101,-2.0,-17
CC(C(=O)O)n1c2ccccc2c2cn[nH]c(=O)c21 (stereo not given),x,-6,-0.2,-2,-6,7,100,-2.3,-8
CC(C)C(NS(=O)(=O)/C=C/c1ccccc1)C(=O)NCc1ccc(F)cc1 (stereo not given),22,5,-0.5,-17,0,-3,101,-3.6,-3
Cc1nc(N)sc1-c1csc(NCc2ccccc2)n1,67*,-4,-1.3,2,13,-10,106,-2.7,19
CCC(=O)Nc1ccc(N/C(N)=N/c2nc(C)cc(C)n2)cc1,15,7,-0.9,-5,10,-8,98,-3.4,-16
Cc1ccc2[nH]c(=O)c(CN(Cc3cccnc3)Cc3nnnn3CCN3CCOCC3)cc2c1,-20,-1,2.5,-2,-5,8,2.0*[inhibitor],-2.4,7
Cc1ccc(-c2ccc(=O)n(CC(=O)N3CCN(c4cc(Cl)ccc4C)CC3)n2)cc1,-7,8,-0.7,-1,-7,7,98,-0.1,-3
COc1ccccc1N1Cc2ccccc2C1,37,3,0.8,-2,19,2,96,0.8,4
Cc1ccc(CSc2[nH]c(=O)ncc2C)cc1,30,1,-0.3,-20,8,-6,80,-0.1,-1
CCN1C(=O)CC(N2CCN(C(c3ccccc3)c3ccccc3)CC2)C1=O (stereo not given),-34,5,-0.9,-26,16,-17,97,-0.4,-4
COc1ccc(OC)c(C(c2nnnn2C2CCCC2)N2CCN(c3ccccc3)CC2)c1 (stereo not given),-10,4,2.5,-21,6,-1,105,0.0,-7
CC1CCCCC1NC(=O)CCNS(=O)(=O)c1ccc(Cl)cc1 (stereo not given),45,2,-4.0,-31,6,-11,96,-3.4,-1
O=C(Cc1cccs1)N1CCCC(c2nc3c(nnn3Cc3ccc(F)cc3)c(=O)[nH]2)C1 (stereo not given),-5,1,-3.9,-36,12,-2,102,-3.0,-4
Cc1cccc(-n2ncc3c(N4CCc5ccccc54)ncnc32)c1,-9,x,-2.0,4,-11,6,x,-2.6,8
COc1cc(C2c3[nH]c4ccccc4c3C[C@H]3C(=O)N(CCO)CC(=O)N23)cc(OC)c1OC (stereo not given in full),11,2,-3.4,-22,6,-4,111,-2.8,5

# Single records, from the list above. Order of screens: PHOSPHO1 block | IDE act | VIM-2 inh | FID counter | UBC9 SUMO inh | pCIP destab | MEKK3 PB1 HTS | IMP-1 inhibitor | NS3 helicase inh
# COc1cc(C2c3[nH]c4ccccc4c3C[C@H]3C(=O)N(CCO)CC(=O)N23)cc(OC)c1OC (stereo not given in full) reads 11 | 2 | -3.4 | -22 | 6 | -4 | 111 | -2.8 | 5
# CCN1C(=O)CC(N2CCN(C(c3ccccc3)c3ccccc3)CC2)C1=O (stereo not given) reads -34 | 5 | -0.9 | -26 | 16 | -17 | 97 | -0.4 | -4
